USP2a inhib = qHTS Assay for Inhibitors of Ubiquitin-specific Protease USP2a | 60,000 tested, 0.1% active | Potency, µM (highest dose often 38.3 µM), for the others: at the top dose activity change, negative = inhibition, most hits filed as inhibitors | USP2a enzymatic assay, qHTS inhibition | Ubiquitin carboxyl-terminal hydrolase 2 (Homo sapiens), O75604;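 further: potency means the concentration at half of the fitted maximal effect; nearly all actives have a fitted effect of over 60% in size; plate controls were DMSO for no effect and NEM full inhibition control for full effect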
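Coupled readout: USP2-cleaved Ub-PLA2 (20nM final) turns over NBD C6-HPC (20uM final), Ex 460nm/Em 535nm after 2.5 h, time-zero read flagging artifacts. Enzyme (20nM final, pH 8.0 Tris) given 30 min RT with compound first; NEM defines full inhibition.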
ERK AVP block = qHTS Assay for Inhibitors of the ERK Signaling Pathway using a Homogeneous Screening Assay; Potency, µM (titrated, usually from 57.5 µM), without a hit: at the highest dose activity, negative = inhibition, most hits filed as inhibitors; 72,000 tested, 0.99% active; HEK293-V1b, vasopressin-stimulated pERK AlphaScreen; further: potency means the concentration at half of the fitted maximal effect; on the % scale 0 is the no-effect control and ±100 the full control effect; nearly all actives have a fitted effect of over 55% in size
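HEK293 cells stably expressing V1b receptor, preincubated 30 min at 37 °C with compound, then stimulated 5 min with 25 nM vasopressin. Phospho-ERK by AlphaScreen SureFire after 5 h RT; normalized to DMSO and vasopressin; AC50 by Hill fit.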
HEK293 cAMP ctrl = qHTS Assay for Agonists of the Thyroid Stimulating Hormone Receptor: Activators of Intracellular cAMP Concentrations in Parental HEK 293 | parental HEK293 CNG cAMP sensor, membrane potential fluorescence | Potency, µM (titrated, usually from 57.1 µM), inactives show at the top dose activation, most hits filed as activators | 73,000 tested, 2.5% active | AID 938, 2007; further: potency means the concentration at half of the fitted maximal effect; % of control where 0% means no effect; nearly all actives have a fitted effect of over 55% in size
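Counterscreen for endogenous-receptor signalling: CNG-channel HEK 293 cells report cAMP rise by membrane depolarization. After 60 min dye equilibration with 100 uM RO 20-1724, compounds incubated 30 min before bottom-read fluorescence at 590 nm.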
Tau fil binding = qHTS Assay for Tau Filament Binding | recombinant tau filaments, thioflavin S fluorescence, 15 h; filaments grown with octadecylsulfate alongside compound | Potency, µM (doses to about 57.1 µM), for the others: at the highest dose activity change, negative = inhibition | 71,000 tested, 2% active;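 further: potency means the concentration at half of the fitted maximal effect; on the % scale 0 is the no-effect control and ±100 the full control effect; actives lower thioflavin S fluorescence by blocking filaments or displacing dye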
Target sequence (P10636 whole entry, looked up): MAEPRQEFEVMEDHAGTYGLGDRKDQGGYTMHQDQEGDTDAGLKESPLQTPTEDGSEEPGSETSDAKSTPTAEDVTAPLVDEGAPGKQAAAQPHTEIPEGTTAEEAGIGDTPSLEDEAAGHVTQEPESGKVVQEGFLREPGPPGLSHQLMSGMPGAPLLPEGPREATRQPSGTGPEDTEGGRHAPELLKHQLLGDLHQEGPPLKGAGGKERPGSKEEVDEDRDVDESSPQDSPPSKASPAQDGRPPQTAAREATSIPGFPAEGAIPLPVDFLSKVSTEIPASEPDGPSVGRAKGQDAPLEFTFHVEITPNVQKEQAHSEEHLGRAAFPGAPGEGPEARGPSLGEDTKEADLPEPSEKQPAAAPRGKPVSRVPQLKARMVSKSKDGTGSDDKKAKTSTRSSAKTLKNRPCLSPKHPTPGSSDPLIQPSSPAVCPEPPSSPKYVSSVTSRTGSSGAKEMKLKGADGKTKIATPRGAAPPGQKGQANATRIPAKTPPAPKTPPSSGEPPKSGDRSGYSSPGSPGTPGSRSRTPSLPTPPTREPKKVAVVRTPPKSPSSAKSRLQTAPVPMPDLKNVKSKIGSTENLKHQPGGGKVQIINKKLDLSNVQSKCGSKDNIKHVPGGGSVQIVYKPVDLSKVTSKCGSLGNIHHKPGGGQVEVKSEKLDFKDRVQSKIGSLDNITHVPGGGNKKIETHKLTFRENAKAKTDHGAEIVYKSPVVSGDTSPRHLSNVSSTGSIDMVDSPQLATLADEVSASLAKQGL
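Tau 2 uM in ThS buffer dispensed; compound added; 60 uM ODS added (finals 1 uM tau, 30 uM ODS); 15 h 37 C; fluor ex450/em510.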
CRE Fsk mod = Cell signaling CRE-BLA (Fsk stim); CHO CRE-bla reporter (cAMP response element driving beta-lactamase), forskolin EC10, beta-lactamase ratio; Potency, µM (highest dose often 38.2 µM), inactives show at the top dose activity change, negative = inhibition, actives largely listed as activators; 71,000 tested, 2.5% active; active means well fitted activation curve with a large enough effect in the signal ratio, with a control signal flat, not every such curve was filed as active; inconclusive means small, poorly fitted or top-dose-only effect, or effect the other way, or a change in a side signal; the % refers to the signal ratio; further: potency means the concentration at half of the fitted maximal effect; % of control where 0% means no effect
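CRE-bla CHO reporter cells treated with compound titration plus EC10 NKH 477 (water-soluble forskolin), incubated 3 h at 37 °C; CCF4 loading 2 h at room temperature, 460/530 nm emission ratio read, AC50 values derived for positive or negative modulators.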
BRCT inh green = qHTS Assay for Inhibitors of BRCT-Phosphoprotein Interaction (Green Fluorophore); Breast cancer type 1 susceptibility protein (Homo sapiens), P38398; BRCA1 BRCT-phosphopeptide binding, green fluorescence polarization; Potency, µM (series often up to 76.9 µM), for the others: top-dose activity change, negative = inhibition, most hits filed as inhibitors; 75,000 tested, 0.05% active; AID 875, 2007;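 further: potency means the concentration at half of the fitted maximal effect; plate controls were peptide without protein for full effect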
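Fluorescence polarization: His-tagged BRCT (~35 kDa BRCA1 C-terminus, 250 nM) bound to 100 nM fluorescein-labeled phosphorylated 10-aa BACH1 peptide, pH 7.3 phosphate buffer with DTT and Tween 20. Compounds incubated 12 min at room temperature; inhibition read as lowered polarization.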
FLuc inh = qHTS Assay for Inhibitors of Firefly Luciferase; AID 411, 2009; Luciferin 4-monooxygenase (Photinus pyralis), P08659; purified firefly luciferase, luminescence, 8 min; 72,000 tested, 2.2% active; Potency, µM (doses to about 57.1 µM), for inactives: at the top dose activity change, negative = inhibition, hits mostly inhibitors; further: potency means the concentration at half of the fitted maximal effect; on the % scale 0 is the no-effect control and ±100 the full control effect; nearly all actives have a fitted effect of over 40% in size
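Substrate buffer containing 10 uM ATP (pH 7.2 imidazole, Mg2+, KCl, detergent, BSA) is dispensed, compound pinned in, then luciferase/luciferin detector mix added. After 8 min at ambient temperature, light output is measured.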
Casp7 inh = qHTS Assay for Allosteric/Competitive Inhibitors of Caspase-7. P55210. Potency, µM (titrated, usually from 57.5 µM), for the others: at the top dose activity change, negative = inhibition, usual class: inhibitors. recombinant caspase-7, Ac-DEVD-AFC fluorescence rate. 75,000 tested, 0.02% active; active means well fitted inhibition curve with a large enough effect in the main read-out, with a control signal flat, not every such curve was filed as active; inconclusive means small, poorly fitted or top-dose-only effect, or a change in a side signal; further: potency means the concentration at half of the fitted maximal effect; % of control where 0% means no effect
Casp1 inh = qHTS Assay for Allosteric/Competitive Inhibitors of Caspase-1; P29466; Caspase-1 enzyme, Ac-WEHD-AFC fluorogenic rate; Potency, µM (series often up to 57.5 µM), for inactives: top-dose activity change, negative = inhibition, usual class: inhibitors; 75,000 tested, 0.03% active; AID 900, 2007;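 further: potency means the concentration at half of the fitted maximal effect; plate controls were vehicle for no effect and no substrate for full effect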
Target sequence (P29466 120-297 limits assumed): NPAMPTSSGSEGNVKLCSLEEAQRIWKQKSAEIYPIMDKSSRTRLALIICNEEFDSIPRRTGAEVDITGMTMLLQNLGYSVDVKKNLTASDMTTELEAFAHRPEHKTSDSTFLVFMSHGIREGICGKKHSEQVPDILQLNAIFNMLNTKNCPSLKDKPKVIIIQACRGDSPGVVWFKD
Target sequence (P29466 317-404 limits assumed): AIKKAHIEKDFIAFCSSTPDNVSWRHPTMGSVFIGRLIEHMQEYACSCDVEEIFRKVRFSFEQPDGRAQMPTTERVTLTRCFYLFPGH
BRCT inh red = qHTS Assay for Inhibitors of BRCT-Phosphoprotein Interaction (Red Fluorophore). BRCT-phosphopeptide binding, red fluorescence polarization. Potency, µM (highest dose often 76.9 µM), for the others: at the highest dose activity change, negative = inhibition, actives largely listed as inhibitors. 75,000 tested, 0.03% active. AID 892, 2007; further: on the % scale 0 is the no-effect control and ±100 the full control effect
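Fluorescence polarization: 100 nM His-tagged BRCA1 BRCT with 100 nM TAMRA-labelled phospho-BACH1 decapeptide, phosphate buffer pH 7.3 with 150 mM NaCl, DTT, 0.01% Tween 20; 12 min RT. Binding inhibition seen as FP decrease.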
A350 fluor = qHTS Assay for Spectroscopic Profiling in A350 Spectral Region. max dye-equivalent concentration, M. 59,000 tested, 11% active. Compound autofluorescence, 340/450 nm, Alexa 350 dye-equivalents; hits give high values; in the data active means max dye-equivalent concentration above about 10 nM; inconclusive means mostly about 1.1 nM to 9.6 nM
* marks the source's active call; other numbers are inactive results; i = inactive; ? = inconclusive; nt = no result given; [ ] = dose if it differs, or a comment. Unless noted, the call rests on the fitted dose curve; in most records, active means well fitted curve in the direction sought with a large enough effect; inconclusive means small, poorly fitted or top-dose-only effect, or another doubt; inactive means no such curve, though single readings can be large; an effect the other way counts as inactive or inconclusive.

SMILES	USP2a inhib	ERK AVP block	HEK293 cAMP ctrl	Tau fil binding	CRE Fsk mod	BRCT inh green	FLuc inh	Casp7 inh	Casp1 inh	BRCT inh red	A350 fluor
O=C(CCCn1nnc(-c2cccnc2)n1)c1ccc(F)cc1	nt	3.6%	18.7%	1.9%	3.9%	-0.8%	3.3%	1.2%	-1.7%	0.3%	i
N#C/C(=C(/N)Sc1ccc(N)cc1)c1ccccc1C(F)(F)F	nt	0.316µM*	-1.1%	nt	nt	2.5%	nt	-5.9%	0.8%	1.3%	nt
O=C(O)CC1Sc2ccccc2NC1=O (stereo unspecified)	1.1%	-10.3%	11.7%	-0.8%	-4.7%	-0.6%	2.7%	0.3%	-12.0%	0.5%	nt
C=CCn1c(O)c(C(CC)=NCCN2CCOCC2)c(=O)[nH]c1=O	5.4%	0.5%	10.9%	-7.5%	-6.8%	-3.7%	1.7%	-3.3%	-1.4%	1.2%	i
CCOC(=O)C1CCCN(Cc2ccc3c(c2)OCO3)C1 (stereo unspecified)	-2.4%	-0.5%	9.5%	0.2%	-10.2%	-0.4%	2.1%	-1.8%	1.0%	-0.7%	?
CCSc1nnc(NC(=O)CSc2nnc(Cc3cccn3C)n2-c2ccc(C)cc2)s1	21.0%	13.0%	11.2%	i	-11.6%	-1.4%	2.4%	-5.0%	-2.9%	0.0%	i
O=c1nc(C(F)(F)F)nc2ccccn12	-6.8%	31.9%	2.9%	-25.3%	?	1.0%	0.5%	-0.1%	-0.4%	0.3%	i
COc1ccc(NC(=O)Cn2nnc(-c3ccccc3F)n2)cc1	-2.4%	-10.3%	7.1%	22.4%	2.8%	-2.8%	1.0%	0.0%	-0.6%	-0.2%	i
COC(=O)C1=C(C(=O)c2ccc(C)cc2)C(c2ccc(O)c(OC)c2)n2nnnc2N1 (stereo unspecified)	-13.4%	9.2%	0.7%	-9.2%	-7.1%	-6.7%	-1.3%	-0.9%	1.1%	-0.4%	i
CN(c1ccccc1)S(=O)(=O)c1cc(C(=O)N2CCN(c3ccccn3)CC2)ccc1Cl	27.1%	26.5%	2.1%	2.9%	?	-0.4%	2.1%	-6.4%	-2.1%	-0.5%	i
Cc1nn(Cc2ccc(C(=O)NC3CCCCC3)o2)c(C)c1Br	26.3%	-16.1%	21.9%	-12.4%	-1.4%	-1.2%	2.3%	-2.7%	1.5%	0.1%	i
COc1ccc(CNC(=O)c2cc(C3CC3)on2)cc1	nt	2.9%	1.5%	-0.7%	-12.1%	-0.5%	-13.1%	-0.9%	0.0%	0.2%	nt
O=C1CC(N2CCOCC2)C(=O)N1c1cc(Cl)cc(Cl)c1 (stereo unspecified)	21.1%	6.6%	2.4%	-19.0%	0.2%	1.5%	0.6%	-2.1%	-5.9%	1.0%	nt
C=C1C(=O)OC2CC1C(OC(C)=O)CC(C)=CCCC(C)=CCC[C@@]2(C)O (stereo partly specified)	13.2%	41.9%[activator]	nt	nt	nt	0.4%[3.08 µM]	nt	-1.0%	-0.1%	1.3%	nt
CN(C(=O)c1ccncc1)c1nnc(-c2ccncc2)s1	5.0%	-14.4%	2.1%	4.1%	-1.8%	-0.2%	0.9%	0.7%	-1.2%	-0.3%	?
O=C(c1ccc(Cl)cc1)c1ccc(OCC(=O)N2CCOCC2)cc1	6.0%	-7.3%	11.4%	-4.3%	4.1%	-2.7%	-3.2%	1.1%	2.5%	-0.5%	i
CC(=O)OC(C(=O)NC1CCCCC1)c1ccncc1 (stereo unspecified)	11.1%	8.9%	19.4%	9.7%	6.0%	-2.3%	1.6%	-0.2%	0.6%	-2.7%	i
Cc1cccc(N(CC(=O)NC2CCCCC2)C(=O)CCC(=O)Nc2cc(C)ccn2)c1	2.3%	4.5%	2.6%	-1.2%	1.2%	-2.9%	1.4%	-2.8%	0.1%	-2.8%	i
COc1ccc(S(=O)(=O)NCCSC(C)(C)C)cc1Cl	11.9%	-9.3%	14.7%	116.9%	?	-1.5%	-2.0%	-1.3%	0.4%	-1.3%	i
COc1cc(S(=O)(=O)N2CCN(Cc3ccccc3)CC2)ccc1Br	-4.9%	4.9%	17.2%	-4.1%	-17.5%	-1.7%	1.1%	-3.7%	-2.7%	-0.1%	i
CC(C)COC(=O)C(C#N)c1nc2ccccc2nc1N1CCN(Cc2ccc3c(c2)OCO3)CC1 (stereo unspecified)	11.0%	-2.1%	?	2µM*	13.7%	0.2%	-1.8%	-4.5%	-7.1%	0.1%	?
Cc1cc(OC(=O)c2ccccc2)n(CCC#N)n1	-2.1%	-19.9%	3.3%	-7.1%	-8.1%	-0.9%	0.5%	-0.4%	-2.5%	0.1%	i
O=C(OCC1CO1)C1CCCCC1C(=O)OCC1CO1 (stereo unspecified)	nt	11.5%	25.0%	12.7%	-2.9%	-1.5%	nt	-2.7%	-1.0%	-1.2%	nt
CN(Cc1ccco1)c1ncnc2ccc(-c3ccccc3Cl)cc12	106.6%[activator]	?	?	13.2%	?	36.5%[activator]	3.0%[2.29 µM]	-9.5%	-7.2%	0.3%	i
O=C(NCc1ccccn1)c1nnc(Cc2ccc(Cl)cc2)o1	nt	7.2%	9.0%	0.1%	-7.2%	0.8%	0.4%	-0.1%	-2.8%	0.9%	nt
Remaining list, next part:
SMILES	USP2a inhib	ERK AVP block	HEK293 cAMP ctrl	Tau fil binding	CRE Fsk mod	BRCT inh green	FLuc inh	Casp7 inh	Casp1 inh	BRCT inh red	A350 fluor
Nc1nc(N2CCCCC2)nc2ccccc12	9.8%	2.7%	9.5%	-17.3%	12.0%	-3.0%	-12.6%	1.3%	-3.9%	0.1%	i
Cc1ccc(SCC(=O)N2CCOCC2)cc1	0.8%	-14.6%	-0.2%	-3.8%	3.0%	0.4%	0.2%	-1.1%	-0.5%	1.5%	i
O=C(c1csnn1)N1CCC[C@@]2(CCN(c3ccccn3)C2)C1	3.3%	-5.2%	3.0%	-8.6%	?	-2.5%	1.0%[11.4 µM]	-0.8%	-1.2%	-0.9%	i
O=C(Nc1ccccc1Cl)NC1(C(=O)NCCCN2CCOCC2)CCCCC1	-0.2%	-3.6%	10.0%	-0.2%	-11.8%	0.9%	1.4%	7.6%	-0.6%	-0.3%	?
COc1cc(C[C@H]2C(=O)OC[C@@H]2Cc2ccc(OC)c(OC)c2)ccc1O	nt	?	6.0%	?	?	0.3%	-7.9%	-0.5%	-1.5%	2.3%	nt
COc1ccc(CCC(=O)N2CCN(C3CCCCC3)CC2)cc1	14.8%	-26.1%	?	-4.1%	?	-0.2%	2.7%	0.4%	0.1%	0.4%	i
O=C(O)c1ccc(S(=O)(=O)c2ccccc2)cc1	-4.2%	-6.7%	1.4%	7.5%	-1.0%	-2.2%	1.3%	-1.2%	1.8%	1.0%	i
Cc1[nH]c2ccccc2c1C(=O)CN1CCCCC1C (stereo unspecified)	5.4%	10.8%	24.0%	-8.1%	?	-0.1%	1.6%	-1.7%	-3.6%	-0.6%	i
CCCCc1c(O)nc(SCC(=O)N2CCOCC2)[nH]c1=O	-5.4%	-12.6%	3.3%	0.8%	-9.5%	-2.4%	1.2%	0.5%	1.7%	-0.1%	i
COc1ccc(C(=O)Nc2cccc(C(=O)N3CCN(C)CC3)c2)cc1	3.7%	-13.0%	2.6%	2.7%	?	-1.0%	-14.2%	-0.2%	0.8%	-0.1%	i
Cn1c(Cc2ccccc2)nnc1SCC(=O)c1ccc(Br)s1	7.4%	-6.7%	24.5%	-16.3%	-17.5%	0.3%	-2.1%	-1.6%	-2.3%	0.2%	i
COc1ccc(OC)c(NC(=O)Nc2ccccc2C)c1	2.4%	1.7%	-4.8%	-0.4%	2.7%	-2.0%	2.7%	-3.2%	-5.0%	0.0%	nt
CCOC(=O)C1CCN(C(=O)c2sc3nc(-c4ccc(F)cc4)cn3c2C)CC1	17.9%	21.3%	?	4.5%	-1.8%	0.3%	0.0%	1.7%	0.7%	-1.5%	i
COc1ccc(N2CCN(C(=O)CNC(=O)Cn3c(C)cc4ccccc4c3=O)CC2)cc1	-8.0%	-22.3%	3.3%	-12.5%	?	-1.9%	2.6%	-2.0%	1.1%	-1.8%	i
Cc1cccc(-c2nc(CS(=O)CC(=O)NCCCSC3CCCCC3)c(C)o2)c1 (stereo unspecified)	23.6%	16.9%	?	10.5%	-3.5%	-2.6%	1.7%	-5.4%	-2.0%	0.8%	?
Cc1cc(N2CCN(C)CC2)nc2ccc(NC(=O)CCC(=O)NCc3ccco3)cc12	13.9%	16.1%	1.2%	-27.3%	6.2%	-2.9%	-15.4%	-0.5%	-4.6%	-2.1%	3.98e-07M*

Screens (PubChem)
